Screening data deposited in PubChem by National Center for Advancing Translational Sciences (NCATS).
BAZ2B block: qHTS Assay for Inhibitors of BAZ2B | 360,000 compounds, 4.4% hits | AID 504333, 2011 | Potency, µM (titrated, usually from 114 µM), inactives show at the highest dose activity change, negative = inhibition, actives largely listed as inhibitors | AlphaScreen BAZ2B-H3K14Ac peptide displacement; note: % is set by controls: 0 for no effect and ±100 for the full control effect; nearly all actives have a fitted effect of over 60% in size
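Inhibition is scored as reduced AlphaScreen emission. The BAZ2B/b-H3(5-23)K14Ac complex (50 nM each) in PBS pH 7.4, 0.01% Tween-20 meets compound (up to 110 uM) for 30 min at RT before bead addition.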
POLK inh: qHTS for Inhibitors of Polymerase Kappa. 400,000 compounds, 0.53% hits. purified Pol kappa, fluorescent DNA synthesis assay, 10 min. DNA polymerase kappa (Homo sapiens), Q9UBT6. Potency, µM (top dose mostly 107 µM), inactives show at the top dose activity, negative = inhibition, hits mostly inhibitors; note: % is set by controls: 0 for no effect and ±100 for the full control effect
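Fluorescent qHTS in 1536-well format: enzyme (10 nM) and compound sat 15 min at room temperature before 50 nM substrate (final) was added. Signal taken at 0 and 10 min; no-enzyme buffer wells were negative controls.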
G9a inh: qHTS Assay for Inhibitors of Histone Lysine Methyltransferase G9a; G9a H3K9 monomethylation, AlphaScreen, 2 h; Potency, µM (doses to about 102 µM), without a hit: at the top dose activity, negative = inhibition, hits mostly inhibitors; 350,000 compounds, 8.8% hits; note: % is set by controls: 0 for no effect and ±100 for the full control effect; nearly all actives have a fitted effect of over 75% in size
Target sequence (Q96KQ7 913-1193 limits assumed): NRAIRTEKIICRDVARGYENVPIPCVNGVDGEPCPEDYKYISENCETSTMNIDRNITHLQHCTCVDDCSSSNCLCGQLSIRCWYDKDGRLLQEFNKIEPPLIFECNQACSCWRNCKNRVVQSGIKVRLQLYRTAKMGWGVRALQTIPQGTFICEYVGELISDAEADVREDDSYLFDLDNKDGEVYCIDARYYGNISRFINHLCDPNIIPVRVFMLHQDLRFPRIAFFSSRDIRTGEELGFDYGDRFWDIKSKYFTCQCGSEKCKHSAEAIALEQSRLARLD
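Compounds were preincubated with 20 nM G9a for 15 min, after which biotinylated H3K9 peptide (500 nM) and SAM (20 uM) started a 2 h room-temperature reaction. Monomethylated product was quantified by antibody-based AlphaScreen chemiluminescence.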
BLM helicase inh: qHTS Assay for Inhibitors of Bloom's syndrome helicase (BLM). recombinant BLM DNA unwinding, fluorescence dequenching. Potency, µM (titrated, usually from 56.1 µM), for the others: at the top dose activity change, negative = inhibition, hits mostly inhibitors. 350,000 compounds, 0.2% hits. AID 2528, 2010;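 note: plate controls were vehicle for no effect and no enzyme for full effect; nearly all actives have a fitted effect of over 35% in size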
Pol iota inh: qHTS for Inhibitors of Polymerase Iota; 390,000 compounds, 1% hits; Potency, µM (titrated, usually from 115 µM), for the others: at the highest dose activity, negative = inhibition, hits mostly inhibitors; AID 588590, 2011; Pol iota fluorescent replication assay, 10 min
Target sequence (Q9UNA4 whole entry, looked up): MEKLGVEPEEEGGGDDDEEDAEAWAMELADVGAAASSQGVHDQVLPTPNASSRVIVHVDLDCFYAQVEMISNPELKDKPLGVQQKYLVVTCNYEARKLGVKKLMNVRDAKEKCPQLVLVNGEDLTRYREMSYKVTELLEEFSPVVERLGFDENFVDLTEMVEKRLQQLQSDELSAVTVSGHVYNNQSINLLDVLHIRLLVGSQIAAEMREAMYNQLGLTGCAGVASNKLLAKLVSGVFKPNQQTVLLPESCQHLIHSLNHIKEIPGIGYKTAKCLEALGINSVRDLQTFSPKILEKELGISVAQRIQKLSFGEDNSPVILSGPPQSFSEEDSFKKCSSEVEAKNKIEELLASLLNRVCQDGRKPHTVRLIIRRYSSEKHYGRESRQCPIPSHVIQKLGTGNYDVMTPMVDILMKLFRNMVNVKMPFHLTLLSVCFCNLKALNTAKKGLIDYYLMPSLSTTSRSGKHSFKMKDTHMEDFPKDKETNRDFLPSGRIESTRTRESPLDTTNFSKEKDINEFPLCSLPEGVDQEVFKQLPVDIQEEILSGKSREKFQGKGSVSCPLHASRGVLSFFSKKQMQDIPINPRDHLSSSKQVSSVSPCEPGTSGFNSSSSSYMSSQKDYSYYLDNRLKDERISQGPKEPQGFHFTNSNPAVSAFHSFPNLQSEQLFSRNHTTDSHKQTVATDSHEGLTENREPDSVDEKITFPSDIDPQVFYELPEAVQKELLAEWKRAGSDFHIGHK
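Pol iota at 10 nM preincubated 15 min with compounds at room temperature; reaction started with fluorescent substrate, 50 nM final. Fluorescence read kinetically at 0 and 10 min; buffer-only wells as negative control.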
APEX1 inh: qHTS Assay for Inhibitors of the Human Apurinic/apyrimidinic Endonuclease 1 (APE1). DNA repair nuclease/redox regulator APEX1 (Homo sapiens), P27695. AID 2517, 2012. recombinant APE1, TAMRA/BHQ-2 abasic DNA cleavage fluorescence. 350,000 compounds, 0.35% hits. Potency, µM (doses to about 65.8 µM), without a hit: at the highest dose activity change, negative = inhibition, most hits filed as inhibitors;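 note: plate controls were vehicle for no effect and reference inhibitor for full effect; nearly all actives have a fitted effect of over 55% in size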
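Substrate: short duplex with […] THF abasic site, 5'-TAMRA and 3'-BHQ-2, 50 nM final. APE1 at 0.75 nM, preincubated 15 min RT with compound. Fluorescence increase from first to third read measured activity.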
Apoferritin bind: qHTS Assay for Identification of Novel General Anesthetics. Ferritin light chain (Equus caballus), P02791. apoferritin/1-aminoanthracene competitive binding, fluorescence. Potency, µM (titrated, usually from 77.5 µM), for the others: at the highest dose activity change, negative = displacement, actives largely listed as inhibitors. 350,000 compounds, 0.074% hits; note: % is set by controls: 0 for no effect and ±100 for the full control effect; nearly all actives have a fitted effect of over 20% in size
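Probe: 1-aminoanthracene (50% saturated, PBS). Protein: horse-spleen apoferritin, 10 uM. Incubation: 10 min, room temperature. Detection: 380 nm excitation, 535 nm emission. Analysis: normalized response, four-parameter Hill.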
Pol eta inh: qHTS for Inhibitors of Polymerase Eta; DNA polymerase eta (Homo sapiens), Q9Y253; recombinant Pol eta, fluorescent DNA replication assay; Potency, µM (highest dose often 114 µM), for the others: top-dose activity change, negative = inhibition, most hits filed as inhibitors; 390,000 compounds, 1.2% hits; AID 588591, 2011; note: % is set by controls: 0 for no effect and ±100 for the full control effect
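Pol eta (10 nM) was preincubated with compounds for 15 min at room temperature, after which fluorescent replication substrate (50 nM final) was added to start the reaction. Fluorescence was read kinetically at 0 and 10 min.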
Pol beta inh: qHTS Assay for Inhibitors of DNA Polymerase Beta | P06746 | Pol beta primer extension/strand displacement, fluorescence kinetic | Potency, µM (doses to about 114 µM), for the others: at the highest dose activity change, negative = inhibition, actives largely listed as inhibitors | 340,000 compounds, 1.3% hits | AID 485314, 2010; note: % is set by controls: 0 for no effect and ±100 for the full control effect
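Preincubation: enzyme (10 nM) with compound, 15 min, RT. Reaction: substrate added to 50 nM final. Reads: 0 and 10 min. Analysis: normalized, Hill fit.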
* = called active by the depositor; [ ] = another dose, or the depositor's remark. Calls come from the whole dose curve; as a rule, active = well fitted curve in the direction sought with a large enough effect; inconclusive = small, poorly fitted or top-dose-only effect, or another doubt; inactive = no such curve, though single readings can be large; an effect the other way counts as inactive or inconclusive. Potency is the fitted concentration of half-maximal effect.

The opening 3 entries, to show the layout:
Results for COc1ccccc1C(=O)NCCC(=O)Nc1ccc(S(=O)(=O)N2CCCC(C)C2)cc1 (stereo unspecified) ?
BAZ2B block: 1%; POLK inh: 0%; G9a inh: -25%[59 µM]; Pol iota inh: 32%; APEX1 inh: -16%; Pol eta inh: -30%

Results for O=S(=O)(Nc1cccc2ccccc12)c1ccccc1F ?
BAZ2B block: 3%; POLK inh: -16%; G9a inh: 23%; BLM helicase inh: -4%; Pol iota inh: 17%; APEX1 inh: 40%; Apoferritin bind: -7%; Pol eta inh: 2%; Pol beta inh: -2%

How did CC(NC(=O)C(C)N1C(=O)C2C3CC(C(Br)C3Br)C2C1=O)c1ccccc1 (stereo unspecified) do in these assays?
BAZ2B block: 7%; POLK inh: -7%; G9a inh: 19%[59 µM]; BLM helicase inh: 0%; Pol iota inh: 18%; APEX1 inh: 1%; Apoferritin bind: 3%; Pol eta inh: -6%; Pol beta inh: 16%

All compounds of this part (from the top)
Results for COc1ccccc1C(=O)NCCC(=O)Nc1ccc(S(=O)(=O)N2CCCC(C)C2)cc1 (stereo unspecified) ?
BAZ2B block: 1%; POLK inh: 0%; G9a inh: -25%[59 µM]; Pol iota inh: 32%; APEX1 inh: -16%; Pol eta inh: -30%

Results for O=S(=O)(Nc1cccc2ccccc12)c1ccccc1F ?
BAZ2B block: 3%; POLK inh: -16%; G9a inh: 23%; BLM helicase inh: -4%; Pol iota inh: 17%; APEX1 inh: 40%; Apoferritin bind: -7%; Pol eta inh: 2%; Pol beta inh: -2%

How did CC(NC(=O)C(C)N1C(=O)C2C3CC(C(Br)C3Br)C2C1=O)c1ccccc1 (stereo unspecified) do in these assays?
BAZ2B block: 7%; POLK inh: -7%; G9a inh: 19%[59 µM]; BLM helicase inh: 0%; Pol iota inh: 18%; APEX1 inh: 1%; Apoferritin bind: 3%; Pol eta inh: -6%; Pol beta inh: 16%

How did O=C(Nc1sc2c(c1C(=O)N1CCCCC1)CCCC2)c1ccccc1Cl do in these assays?
BAZ2B block: -13%; POLK inh: -6%; G9a inh: -48%[59 µM]; BLM helicase inh: -6%; Pol iota inh: 6%; Apoferritin bind: -1%; Pol eta inh: -9%; Pol beta inh: 13%

What do the screens show for `O=c1[nH]c(SCc2cccc(F)c2)nc2ccccc12`?
BAZ2B block: -5%; POLK inh: -15%; G9a inh: 28%[59 µM]; BLM helicase inh: -9%; Pol iota inh: inconclusive; APEX1 inh: -6%; Apoferritin bind: -10%; Pol eta inh: -12%; Pol beta inh: 25%

How did CC(C)c1nnc(NC(=O)CS(=O)(=O)c2ccccc2)s1 do in these assays?
BAZ2B block: 10%; POLK inh: 4%; G9a inh: -13%; BLM helicase inh: 0%; Pol iota inh: -11%; APEX1 inh: -11%; Apoferritin bind: 1%; Pol eta inh: -10%; Pol beta inh: 58%

Results for CC(Sc1nc2ccccc2o1)C(=O)O (stereo unspecified) ?
BAZ2B block: -7%; POLK inh: -4%; G9a inh: 50µM*; BLM helicase inh: 1%; Pol iota inh: 9%; APEX1 inh: -2%; Apoferritin bind: -11%; Pol eta inh: -20%; Pol beta inh: 6%

How did CN(c1ccccc1)c1nc(N)c([N+](=O)[O-])c(NC2CCCCC2)n1 do in these assays?
BAZ2B block: -26%; POLK inh: -5%; G9a inh: -11%; BLM helicase inh: -13%; Pol iota inh: -17%; APEX1 inh: 0%; Apoferritin bind: -11%; Pol eta inh: 0%; Pol beta inh: -4%

Results for COc1cccc(CNC(=O)C2Cc3cc(S(=O)(=O)N4CCCCCC4)ccc3N2C(C)=O)c1 (stereo unspecified) ?
BAZ2B block: -1%; POLK inh: 3%[60.1 µM]; G9a inh: 25%[59 µM]; BLM helicase inh: -4%; Pol iota inh: 35%[activator]; Apoferritin bind: -2%; Pol eta inh: -14%; Pol beta inh: 7%

Results for Cc1ccc(CCNC(=O)NCc2noc3ccccc23)cc1 ?
BAZ2B block: 11%; POLK inh: 2%; G9a inh: 19%[59 µM]; BLM helicase inh: 8%; Pol iota inh: 14%; Apoferritin bind: -1%; Pol eta inh: -13%; Pol beta inh: 15%

Results for CCN(CC(=O)Nc1ccc(N2CCOCC2)cc1)C(=O)COc1ccccc1OC ?
BAZ2B block: -13%; POLK inh: 6%; G9a inh: 0%[12.7 µM]; BLM helicase inh: -7%; Pol iota inh: 60%[activator]; APEX1 inh: 3%; Apoferritin bind: -7%; Pol eta inh: -22%; Pol beta inh: -29%

Results for Cc1nnc2c(NC3CCCCC3)nc3ccccc3n12 ?
BAZ2B block: 3%; POLK inh: -15%; G9a inh: -4%; BLM helicase inh: -6%; Pol iota inh: inconclusive; APEX1 inh: 29%; Apoferritin bind: 1%; Pol eta inh: 2%; Pol beta inh: 1%

How did Cc1ccc(-n2nc(C(=O)N(C)Cc3ccccc3)c3c4ccccc4n(C)c3c2=O)cc1 do in these assays?
BAZ2B block: 5%; POLK inh: -9%; G9a inh: -29%[59 µM]; BLM helicase inh: 3%; Pol iota inh: -5%; Apoferritin bind: -2%; Pol eta inh: -17%; Pol beta inh: 35%

What do the screens show for `COc1ccc(C(=O)O)cc1S(N)(=O)=O`?
BAZ2B block: -17%; POLK inh: 0%; G9a inh: -26%; BLM helicase inh: 0%; Pol iota inh: 53%[activator]; APEX1 inh: -6%; Apoferritin bind: -5%; Pol eta inh: -7%; Pol beta inh: -2%

What do the screens show for `Cc1ccccc1N1C(N)=NC(N)=NC1(C)C`?
BAZ2B block: -23%; POLK inh: -13%; G9a inh: -18%[12.7 µM]; BLM helicase inh: 5%; Pol iota inh: 11%; APEX1 inh: -7%; Apoferritin bind: 0%; Pol eta inh: 5%; Pol beta inh: -1%

What do the screens show for `COc1cc2c3c(c1)/C(=C1/SC(NC(C)=O)=NC1=O)C(=O)N3C(C)(C)C=C2C`?
BAZ2B block: 20µM*; POLK inh: -8%; G9a inh: inconclusive; BLM helicase inh: -6%; Pol iota inh: -13%; APEX1 inh: -4%; Apoferritin bind: 5%; Pol eta inh: 12%; Pol beta inh: 2%

Results for COc1ccc([C@H]2CC(=O)C=C(c3ccc(SC)cc3)C2)cc1OC ?
BAZ2B block: -3%; POLK inh: 2%; G9a inh: 10%[0.501 µM]; Pol iota inh: 13%; APEX1 inh: -9%; Pol eta inh: -10%

What do the screens show for `CC(=O)Nc1ccc(S(=O)(=O)N2CCSc3ccccc32)cc1`?
POLK inh: -19%; Pol iota inh: 69%[activator]; APEX1 inh: -23%; Pol eta inh: -3%

What do the screens show for `O=C(O)c1ccccc1SCc1cn2cc(Cl)ccc2n1`?
BAZ2B block: -28%; POLK inh: 5%; G9a inh: -32%; BLM helicase inh: -1%; Pol iota inh: 17%; APEX1 inh: 2%; Apoferritin bind: -4%; Pol eta inh: 0%; Pol beta inh: -24%

What do the screens show for `Cc1ccc(S(=O)(=O)N2[C@@H](c3ccc(Br)cc3)C(C(=O)O)=C[C@H]2CC2CCCC2)cc1`?
POLK inh: -26%; Pol iota inh: 13%; APEX1 inh: 10%; Pol eta inh: inconclusive

What do the screens show for `CCN(CC)C(=O)c1c(C)nc2ccccn12`?
BAZ2B block: 2%; POLK inh: -4%; G9a inh: 25%[59 µM]; BLM helicase inh: 1%; Pol iota inh: 10%; APEX1 inh: 0%; Apoferritin bind: inconclusive; Pol eta inh: -12%; Pol beta inh: -24%

How did O=C(Nc1ccc(N2CCOCC2)c2nonc12)C1CCCC1 do in these assays?
BAZ2B block: inconclusive; POLK inh: -7%; G9a inh: inconclusive; BLM helicase inh: 0%; Pol iota inh: inconclusive; APEX1 inh: -5%; Apoferritin bind: -19%; Pol eta inh: -6%; Pol beta inh: 31%

How did Oc1ccc(/C=N\Nc2cc(N3CCOCC3)nc(N3CCOCC3)n2)c(O)c1 do in these assays?
BAZ2B block: inconclusive; POLK inh: -14%; G9a inh: -1%[59 µM]; BLM helicase inh: -24%; Pol iota inh: 38%[activator]; APEX1 inh: 1%; Apoferritin bind: -6%; Pol eta inh: inconclusive; Pol beta inh: inconclusive

Results for COc1ccc(N(C(=O)C2CCCCC2)C2C=CS(=O)(=O)C2)c(OC)c1 (stereo unspecified) ?
BAZ2B block: 0%; POLK inh: -5%; G9a inh: 10%[12.7 µM]; BLM helicase inh: -3%; Pol iota inh: 22%; APEX1 inh: 4%; Apoferritin bind: 0%; Pol eta inh: 2%; Pol beta inh: 0%

What do the screens show for `NS(=O)(=O)c1ccc2nc(NC(=O)COc3ccc(Cl)cc3Cl)sc2c1`?
BAZ2B block: 3%; POLK inh: -4%[60.1 µM]; G9a inh: 13%[59 µM]; BLM helicase inh: -3%; Pol iota inh: -8%; Apoferritin bind: inconclusive; Pol eta inh: 8%; Pol beta inh: inconclusive

How did CCN(CC)S(=O)(=O)c1ccc(N2CCOCC2)c(NC(=O)c2ccc3ccccc3c2)c1 do in these assays?
BAZ2B block: 0%; POLK inh: -14%; G9a inh: 0%[59 µM]; BLM helicase inh: -1%; Pol iota inh: -1%; APEX1 inh: -4%; Apoferritin bind: -15%; Pol eta inh: -13%; Pol beta inh: -16%

This is a subset. The share of hits here may be higher or lower than overall.
